PPARg SRC1 recr – PPARgamma agonists recruiting SRC-1 coactivator, primary screen, biochemical. Peroxisome proliferator-activated receptor gamma (Homo sapiens), P37231. activation, % at 8 µM. AID 631, 2007. PPARgamma-SRC-1 coactivator recruitment biochemical assay. 0.41% of 200,000 active; in the data active = activation above about 19%;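 also: 0% = DMSO and 100% = reference agonist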
Target sequence (P37231 whole entry, looked up): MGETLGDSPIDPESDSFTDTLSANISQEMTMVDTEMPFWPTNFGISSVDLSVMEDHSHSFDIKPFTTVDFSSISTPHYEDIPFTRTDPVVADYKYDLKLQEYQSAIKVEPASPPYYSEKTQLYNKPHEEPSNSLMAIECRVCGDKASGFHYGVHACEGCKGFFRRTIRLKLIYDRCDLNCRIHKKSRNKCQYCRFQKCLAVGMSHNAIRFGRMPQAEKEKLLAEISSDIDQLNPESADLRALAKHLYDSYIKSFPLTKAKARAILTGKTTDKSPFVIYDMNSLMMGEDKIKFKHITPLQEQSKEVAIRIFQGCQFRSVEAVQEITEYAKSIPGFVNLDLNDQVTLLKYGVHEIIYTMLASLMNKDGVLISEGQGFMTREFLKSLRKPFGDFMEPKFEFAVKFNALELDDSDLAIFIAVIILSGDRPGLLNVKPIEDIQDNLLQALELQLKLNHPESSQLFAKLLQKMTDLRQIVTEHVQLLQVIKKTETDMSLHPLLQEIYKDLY
G6PDH counter – L. mesenteroides G6PDH inhibitors, counter-screen for G6PDH-coupled screening assays, biochemical, Leuconostoc mesenteroides enzyme; Purified L. mesenteroides G6PDH, diaphorase/resazurin coupled fluorescence, 45 min; inhibition, % at 5 µM; 0.12% of 200,000 active; in the data active = inhibition above about 50%
PPARg SRC-2 ag – agonists of PPARg-SRC-2 recruitment, primary screen, biochemical, HTS. Peroxisome proliferator-activated receptor gamma (Homo sapiens), P37231. PPARgamma LBD-SRC-2 recruitment. activation, % at 8 µM. 0.34% of 200,000 active; in the data active = activation above about 22%;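 also: 0% = vehicle and 100% = reference agonist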
PMI act hi M6P – human PMI activators, high substrate, primary screen, biochemical, fluorescence intensity, near-saturating mannose 6-phosphate | coupled PMI enzyme assay, resazurin fluorescence, 20 min; active compounds read high; 1 = untreated enzyme, 0 = substrate-free blank | 0.34% of 190,000 active | activation factor at 20 µM;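 active = activation factor of 2 or more at 20 µM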
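Test system – human PMI in coupled enzyme assay · Timing – 20 min incubation at room temperature · Detection – Diaphorase-driven resazurin-to-resorufin fluorescence, excitation 544, emission 590 nm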
PPARg SRC-3 ag – PPARgamma agonists recruiting SRC-3 coactivator, primary screen, biochemical; Peroxisome proliferator-activated receptor gamma (Homo sapiens), P37231; biochemical PPARgamma/SRC-3 coactivator recruitment assay; activation, % at 8 µM; 0.26% of 200,000 active; AID 731, 2007; in the data active = activation above about 23%;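 also: 0% = DMSO and 100% = reference agonist; some compounds past the cut are filed as inactive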
Diaphorase inh – diaphorase inhibitors and chemical oxidizers, primary screen, counter-screen for diaphorase-coupled primary assays, biochemical, uHTS, resorufin fluorescence; inhibition, % at 20 µM; diaphorase resazurin-to-resorufin fluorescence, NADH, 16 min; bacterial (C. kluyveri) enzyme, not human; AID 1217, 2008; 0.69% of 190,000 active;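 active = primary screen inhibition at 20 µM above a set limit, cut at about 50% in these data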;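 also: plate controls were DMSO with full reaction for no effect and wells lacking NADH for full effect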
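Assay system – diaphorase enzyme from Clostridium kluyveri · Amount – diaphorase 0.14 U/mL (working solution) · Times – reaction incubation of 16 min at room temperature · Controls – No-NADH positive control and DMSO neutral control · Signal – resorufin fluorescence 544/590 nm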
PMI activator – activators of human PMI, primary screen, biochemical, fluorescence intensity, near-Km mannose 6-phosphate; purified human PMI, coupled resazurin fluorescence, 20 min; active compounds read high; 1 = vehicle control, 0 substrate-free wells; 0.005% of 190,000 active; activation factor at 20 µM;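 active = activation factor of 2 or more at 20 µM, relative to plate controls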
TR-FRET SRC-2 ct – TR-FRET signal artefacts, primary screen, artefact control for PPARgamma SRC-2 agonist project, biochemical. TR-FRET artefact counter-screen; active compounds read high. TR-FRET ratio at 8 µM. 0.4% of 200,000 active; in the data active = TR-FRET ratio above about 2000; also: inactives centre near 1500
S1P3 antag – S1P3 receptor antagonists, primary screen, cell-based; Sphingosine 1-phosphate receptor 3 (Homo sapiens), Q99500; CHO S1P3 NFAT-BLA reporter, FRET fluorescence, antagonist mode; AID 485, 2006; inhibition, % at 4.98 µM; 0.27% of 170,000 active;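 active = inhibition above the plate cutoff, the mean inhibition of test wells on that plate plus 3 SD, cut at about 28% in these data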;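 also: cells challenged with S1P at its EC80 of 0.8 µM; blue over green emission ratio from cleaved BLA substrate after 4 h stimulation; 0% = S1P-stimulated wells and 100% = unstimulated DMSO-only wells; some compounds past the cut are filed as inactive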
ROMK mod – ROMK potassium channel modulators, primary screen, cell-based, thallium flux, MLSMR library | ATP-sensitive inward rectifier potassium channel 1 (Homo sapiens), P48048 | 2% of 130,000 active | B-score at 10 µM | Tet-inducible ROMK, thallium flux fluorescence; actives lie on both sides;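 active = signal ratio slope over the read window, or its plate-corrected B-score, at least 3 SD from the plate mean, either direction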;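 also: B-score of the F/F0 ratio slope over 7 to 12 s after thallium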
Target sequence (P48048 whole entry, looked up): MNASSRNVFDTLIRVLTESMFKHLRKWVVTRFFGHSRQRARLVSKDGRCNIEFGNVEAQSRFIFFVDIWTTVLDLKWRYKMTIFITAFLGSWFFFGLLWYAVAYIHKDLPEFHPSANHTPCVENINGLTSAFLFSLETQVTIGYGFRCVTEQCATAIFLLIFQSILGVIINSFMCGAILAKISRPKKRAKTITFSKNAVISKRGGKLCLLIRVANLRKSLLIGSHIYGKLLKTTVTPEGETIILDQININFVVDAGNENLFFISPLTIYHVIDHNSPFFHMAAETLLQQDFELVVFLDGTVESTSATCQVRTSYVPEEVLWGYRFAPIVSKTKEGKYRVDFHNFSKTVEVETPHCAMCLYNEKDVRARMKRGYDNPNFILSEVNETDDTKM
Diaph act CS – compounds boosting diaphorase resazurin reduction – biochemical, uHTS, resorufin fluorescence, counter-screen for diaphorase-coupled primary assays, primary screen; AID 1229, 2008; Diaphorase/resazurin coupled assay, 16 min; active compounds read high; 1 = vehicle wells, 0 = NADH-free wells; 0.005% of 190,000 active; activation factor at 20 µM;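 active = diaphorase activity raised at least twofold by the compound at 20 µM; inactive = activation factor below 2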
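System – purified diaphorase enzyme from Clostridium kluyveri · Input – enzyme 0.07 U/mL final · Also added – final NADH 0.114 mM, resazurin 0.1 mM · Measured by – fluorescence of resorufin, 544 nm excitation, 590 nm emission · Timing – 16 min enzyme reaction, ambient temperature · Measure – resorufin increase flagging diaphorase activators or reducers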
* hit, by the source's call; x = no result given.

SMILES	PPARg SRC1 recr	G6PDH counter	PPARg SRC-2 ag	PMI act hi M6P	PPARg SRC-3 ag	Diaphorase inh	PMI activator	TR-FRET SRC-2 ct	S1P3 antag	ROMK mod	Diaph act CS
Cc1cccc(NC(=O)c2ccc(CN3CCN(Cc4ccccc4)CC3)cc2)c1	0.8	8.3	4.4	1	7.2	-8.7	1	1593	-14.0	-2.12*	1.1
COc1ccc(NC(=O)CC2C(=O)N(C)C(=S)N2Cc2ccncc2)cc1 (stereo not given)	2.0	1.4	2.4	1	2.7	-4.3	1	1440	-5.3	1.11	1
c1ccc(Cn2nnnc2C(c2ccccc2)N2CCN(c3nc4ccccc4s3)CC2)cc1 (stereo not given)	6.2	10.5	-5.0	0.9	-0.8	29.1	0.9	1683	34.2	-0.522	0.7
O=S(=O)(c1ccc(NC(=S)N/N=C/c2cccc(Oc3ccccc3)c2)cc1)N1CCOCC1	8.1	6.9	3.0	1.1	0.1	6.2	1	1643	-10.7	0.344	0.9
O=C(Oc1cccc2c(=O)[nH]ccc12)c1ccccc1	5.8	-0.2	6.0	1	7.2	8.4	1	1665	-13.5	0.0475	0.9
CCOC(=O)c1nn(-c2ccccc2)c2nnc(Cc3ccccc3)c(=O)n12	2.7	5.4	-3.3	1	-3.0	-0.6	1.1	1464	-9.3	0.148	1
COc1ccc(N2C(=O)CSC2c2ccc3c(c2)OCO3)c(OC)c1 (stereo not given)	2.3	3.9	1.4	1	-1.5	2.5	1	1606	5.4	-0.87	1
O=C(c1ccc(F)cc1)N1CCN(c2ccc([N+](=O)[O-])c(N3CCCCC3)c2)CC1	-5.4	10.3	-2.2	0.9	-4.5	25.6	0.9	1685	x	x	0.7
CC1CCN(CCCCOc2ccc(C(=O)c3ccccc3)cc2)CC1	3.8	-12.0	7.2	1.1	-3.4	8.0	1	1457	x	-2.19	0.9
CCc1cc2cc3c(cc2nc1SCC(=O)Nc1cc(C)on1)OCO3	36.0*	5.5	4.7	1.3	2.9	-4.4	1	1540	31.2	x	1
O=[N+]([O-])c1ccc(-c2csc3[n+]2CCS3)cc1	4.7	2.2	4.2	1.2	5.8	18.5	1.1	1511	x	0.528	0.8
O=C(O)CNC(=O)CC1S/C(=N/N=C/c2ccccc2O)NC1=O (stereo not given)	6.3	10.4	7.1	1.2	2.9	5.2	1.1	1688	-16.9	0.275	0.9
CCC(C)N1C(=O)CCC1C(=O)N1CCN(c2ccccc2F)CC1 (stereo not given)	7.3	3.1	3.0	1	4.8	1.4	1	1510	x	x	1
CCCCNC(=O)C1CCCN1C(=O)NC1CCCCC1 (stereo not given)	-0.7	6.6	8.3	1.1	-11.6	4.4	1	1389	x	x	1
COc1ccc(N=C/C=C2\C=C(c3ccccc3)OC(C)(C)O2)cc1	-1.2	5.4	5.3	0.7	-5.7	17.6	1.1	1685	x	x	0.8
CCOC(=O)c1c(NC(C)=O)sc2c(O)cccc12	-6.2	-0.8	-3.0	0.6	1.4	42.9	0.8	1523	-3.7	0.745	0.6
CC1CC(C)CN(C(=O)c2ccncc2)C1 (stereo not given)	0.4	10.5	-1.9	0.9	-1.2	11.9	0.9	1513	x	0.249	0.9
CN(C)C=Nc1c(C(=O)c2ccccc2)sc2nccc(N(C)C)c12	-2.0	1.8	9.6	0.8	-0.5	4.2	1	1610	1.6	0.0049	1
Oc1ccc(N2CCN(c3nnnn3-c3ccccc3)CC2)cc1	-12.1	-0.2	5.9	0.6	-0.9	20.9	0.8	1322	-24.4	0.197	0.8
O=C(O)CNS(=O)(=O)c1ccc2[nH]c(=O)c(=O)[nH]c2c1	-1.5	7.4	0.3	1	-3.1	6.9	1.1	1566	-4.7	-0.308	0.9
Cc1cccc(-c2c3c(=O)n(C)c(=O)n(C)c3cn2CC2CCCO2)c1 (stereo not given)	-4.7	0.9	8.9	1.1	2.0	-1.5	1.3	1600	-11.5	x	1
Cc1onc(-c2c(F)cccc2Cl)c1C(=O)Nc1sc2c(c1C#N)CCC(C(C)(C)C)C2 (stereo not given)	-1.4	8.5	-4.5	0.8	-14.6	23.7	0.8	1478	x	0.175	0.8
O=C1CC(c2cc(Br)ccc2F)c2cc3c(cc2N1)CCC3 (stereo not given)	-0.7	-4.5	-8.1	1	-0.5	2.6	1	1469	x	x	1
CCOC(=O)C1(C)NC(c2ccc(N(C)C)cc2)C2C(=O)N(c3ccc(OC)cc3)C(=O)C21 (stereo not given)	6.0	-0.2	5.8	1	11.8	10.7	1	1633	-22.6	0.519	0.9
O=C(OCC1CC(c2ccccn2)=NO1)c1ccc(Br)cc1 (stereo not given)	2.6	4.2	4.1	0.9	3.4	47.3	0.9	1639	20.4	x	0.5

The last 6 entries of the section above lead into the next.
SMILES	PPARg SRC1 recr	G6PDH counter	PPARg SRC-2 ag	PMI act hi M6P	PPARg SRC-3 ag	Diaphorase inh	PMI activator	TR-FRET SRC-2 ct	S1P3 antag	ROMK mod	Diaph act CS
O=C(O)CNS(=O)(=O)c1ccc2[nH]c(=O)c(=O)[nH]c2c1	-1.5	7.4	0.3	1	-3.1	6.9	1.1	1566	-4.7	-0.308	0.9
Cc1cccc(-c2c3c(=O)n(C)c(=O)n(C)c3cn2CC2CCCO2)c1 (stereo not given)	-4.7	0.9	8.9	1.1	2.0	-1.5	1.3	1600	-11.5	x	1
Cc1onc(-c2c(F)cccc2Cl)c1C(=O)Nc1sc2c(c1C#N)CCC(C(C)(C)C)C2 (stereo not given)	-1.4	8.5	-4.5	0.8	-14.6	23.7	0.8	1478	x	0.175	0.8
O=C1CC(c2cc(Br)ccc2F)c2cc3c(cc2N1)CCC3 (stereo not given)	-0.7	-4.5	-8.1	1	-0.5	2.6	1	1469	x	x	1
CCOC(=O)C1(C)NC(c2ccc(N(C)C)cc2)C2C(=O)N(c3ccc(OC)cc3)C(=O)C21 (stereo not given)	6.0	-0.2	5.8	1	11.8	10.7	1	1633	-22.6	0.519	0.9
O=C(OCC1CC(c2ccccn2)=NO1)c1ccc(Br)cc1 (stereo not given)	2.6	4.2	4.1	0.9	3.4	47.3	0.9	1639	20.4	x	0.5
CC(c1ccccc1C(O)(c1ccccc1)c1ccccc1)N(C)C (stereo not given)	-8.5	-8.3	-14.8	1.1	-3.8	-4.9	1	1389	1.3	x	1
CCOc1ccc(-c2noc(COC)n2)cc1OC	7.6	2.9	14.2	1	10.0	5.8	1	1670	29.3	0.382	0.9
c1ccc(-c2nc(CSc3n[nH]c(-c4cccs4)n3)cs2)cc1	1.6	-0.1	-0.6	1.1	-5.9	3.5	1	1595	x	x	1
CN(C)C1=NCC(CSC(=N)N)S1 (stereo not given)	7.6	1.3	-4.5	1.1	3.8	4.1	1.1	1513	-8.8	-0.43	1
O=C(Nc1ccccn1)NC1CCCCC1	-2.3	-9.2	0.9	1.1	-9.0	10.6	1	1353	x	0.0189	0.9
CN(C)c1cc[n+](CC(=O)Nc2ccc(Oc3ccccc3)cc2)cc1	4.4	-0.9	-5.5	1	0.5	-7.7	1	1501	-6.4	-0.602	1.1
Cc1ccc(S(=O)(=O)N(CC(=O)N2CCC(C(N)=O)CC2)Cc2ccc(F)cc2)cc1	-1.5	5.2	4.4	1.1	7.6	-3.5	1	1644	-16.6	x	1
CCn1c(SCC(=O)Nc2ccc(C(C)=O)cc2)nc2ccccc21	2.6	3.7	14.6	1	-3.8	-5.1	1	1378	19.1	x	1.1
CN(C)S(=O)(=O)c1cccc(NC(=O)c2cc(-c3cccs3)nn2-c2ccccc2)c1	-1.4	13.1	3.2	1	1.8	7.7	1	1529	3.3	0.00342	0.9
COc1ccc(NC(=O)c2ccc(CNc3c(NC4CCCCC4)c(=O)c3=O)cc2)cc1OC	3.8	2.8	6.0	0.7	-4.3	2.3	0.9	1642	x	x	1
Cn1cnnc1SCC(=O)Nc1ccccc1C(=O)NC1CCCC1	0.2	6.4	-4.2	1	-2.5	8.5	1.1	1514	-12.9	x	0.9
CC(C)CC1=NC(C(F)(F)F)(C(F)(F)F)c2c(n(CC(C)C)c(=O)[nH]c2=O)N1	2.6	10.1	-6.6	0.9	5.1	4.9	0.9	1573	-0.8	x	1
N#Cc1ccc(N/N=C/c2ccccc2)c([N+](=O)[O-])c1	7.9	10.8	9.1	1.1	3.2	15.9	1.1	1675	1.2	0.368	0.8
CCOC(=O)c1sc(NC(=O)C2CCC2)cc1C	5.8	4.1	2.9	0.8	1.4	19.1	0.8	1583	5.3	-0.119	0.8
O=C(CCC1CCCC1)Nc1ccc(OCC(=O)N2CCOCC2)cc1	2.8	5.4	-6.7	1	-8.9	8.2	1.1	1402	x	x	0.9
O=S(=O)(c1ccc(Cl)nc1)N1CCN(Cc2ccc3c(c2)OCO3)CC1	1.2	5.0	15.5	1.1	6.7	9.8	1	1546	x	x	0.9
CCOC(=O)c1sc(N)c(C#N)c1CSc1nnc(C2CC2)n1N	7.8	-0.2	11.3	0.9	10.4	9.5	0.9	1675	x	0.255	0.9
O=C(ON=C1CCN(S(=O)(=O)c2ccccc2)CC1)c1cccc(Cl)c1	7.1	14.1	8.4	0.8	5.0	18.4	0.8	1547	x	x	0.8
COc1ccc2cc(C(N)=O)c(=Nc3ccc(C)cc3)oc2c1	10.6	-8.6	11.1	1	5.8	6.7	1	1566	-5.7	0.161	0.9
O=C(Nc1ccccc1)NC1(C(=O)N2CCN(C(=O)c3ccco3)CC2)CCCCC1	4.7	4.7	1.9	1	4.2	13.4	1	1471	-6.2	-0.13	0.9
COc1ccc(-c2csc(NC(=O)c3cc(C)on3)c2C#N)cc1OC	2.2	-1.5	3.0	1	2.8	13.2	0.9	1591	-5.6	x	0.9
CCOC(=O)Cn1c(-c2ccccn2)nc2ccccc21	5.0	3.5	5.7	1.1	6.4	16.3	1.2	1595	-37.1	x	0.8
Cc1ccc(S(=O)(=O)C2(C(=O)Nc3nccs3)CC2)cc1	5.0	27.5	7.7	0.8	1.9	15.0	0.9	1797	-39.1	x	0.8

Bioassay records: PubChem, several laboratories
